MmCpn inh = M. maripaludis TRiC chaperonin inhibition; purified Mm-Cpn ATPase, ADP Transcreener TR-FRET; Potency, µM (highest dose often 76.9 µM), for the others: top-dose activity, negative = inhibition, usual class: inhibitors; 0.031% of 330,000 active; AID 504842; further: potency means the concentration at half of the fitted maximal effect; on the % scale 0 is the no-effect control and ±100 the full control effect; nearly all actives have a fitted effect of over 80% in size
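Measured: ADP formation by purified Mm-CPN. Conditions: 25 nM protein, 10 uM ATP, Tris pH 7.4 with Mg2+, K+ and DTT, 37°C for 30 min. Detection: Transcreener HTRF after 30 min at room temperature.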
PTHR1 ag = activates the human parathyroid hormone receptor PTHR1. Potency, µM (series often up to 115 µM), without a hit: at the top dose activation, usual class: activators. 0.075% of 410,000 active. Q03431. HEK293 GP2 PTHR1 cells, GloSensor cAMP luminescence, 1 h; further: potency means the concentration at half of the fitted maximal effect; nearly all actives have a fitted effect of over 55% in size; some results filed as inactive show a strong effect at the top dose; inactives centre near -15; many of its hits are not listed in these tables
Target sequence (Q03431 whole entry, looked up): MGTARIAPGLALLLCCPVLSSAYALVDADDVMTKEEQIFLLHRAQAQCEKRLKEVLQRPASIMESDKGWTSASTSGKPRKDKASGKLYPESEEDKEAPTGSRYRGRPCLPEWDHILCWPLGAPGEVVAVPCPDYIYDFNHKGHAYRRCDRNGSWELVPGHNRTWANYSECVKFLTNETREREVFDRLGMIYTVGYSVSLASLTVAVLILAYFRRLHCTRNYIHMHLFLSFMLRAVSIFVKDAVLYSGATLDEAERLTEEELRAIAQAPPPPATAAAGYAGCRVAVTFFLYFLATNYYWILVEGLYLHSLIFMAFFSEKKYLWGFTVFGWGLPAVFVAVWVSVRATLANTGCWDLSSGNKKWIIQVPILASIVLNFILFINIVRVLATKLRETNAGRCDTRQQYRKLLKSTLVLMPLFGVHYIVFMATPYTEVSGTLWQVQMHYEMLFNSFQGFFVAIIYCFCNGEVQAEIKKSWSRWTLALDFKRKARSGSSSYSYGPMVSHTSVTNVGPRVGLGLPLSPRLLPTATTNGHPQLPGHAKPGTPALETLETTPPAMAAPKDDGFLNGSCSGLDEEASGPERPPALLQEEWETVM
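HEK-293-derived GP2 cells expressing PTHR1 and a GloSensor cAMP reporter, 3,000/well, plated overnight, given luciferin plus IBMX (each 0.5 mM as added) for 1 h at 37 °C, then compound for 1 h at 37 °C. Luminescence was read after 15 min at room temperature.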
aSyn yeast inh = alpha-synuclein toxicity inhibition in yeast; Yeast expressing alpha-synuclein, growth rescue, BacTiter-Glo, 24 h; 0.14% of 370,000 active; Potency, µM (doses to about 46.1 µM), for inactives: at the highest dose growth rescue (activation), usual class: activators; further: potency means the concentration at half of the fitted maximal effect; % of control where 0% means no effect; nearly all actives have a fitted effect of over 65% in size
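Galactose-induced alpha-syn yeast (OD600=0.02, raffinose-pregrown) + pinned cpd, 24 hr, 30 deg C; growth by BacTiter-Glo luminescence. Growth restoration scores as activation.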
GLP-1R inv ag = acts as inverse agonist at human GLP-1 receptor; 1.6% of 410,000 active; HEK293 GLP-1R CRE-luciferase, luminescence, 24 h; GLP-1R form is constitutively active; AID 624417; Potency, µM (doses to about 38.3 µM), inactives show at the highest dose activity change, negative = inhibition, actives largely listed as inhibitors; P43220; further: potency means the concentration at half of the fitted maximal effect; on the % scale 0 is the no-effect control and ±100 the full control effect; nearly all actives have a fitted effect of over 55% in size
Target sequence (P43220 whole entry, looked up): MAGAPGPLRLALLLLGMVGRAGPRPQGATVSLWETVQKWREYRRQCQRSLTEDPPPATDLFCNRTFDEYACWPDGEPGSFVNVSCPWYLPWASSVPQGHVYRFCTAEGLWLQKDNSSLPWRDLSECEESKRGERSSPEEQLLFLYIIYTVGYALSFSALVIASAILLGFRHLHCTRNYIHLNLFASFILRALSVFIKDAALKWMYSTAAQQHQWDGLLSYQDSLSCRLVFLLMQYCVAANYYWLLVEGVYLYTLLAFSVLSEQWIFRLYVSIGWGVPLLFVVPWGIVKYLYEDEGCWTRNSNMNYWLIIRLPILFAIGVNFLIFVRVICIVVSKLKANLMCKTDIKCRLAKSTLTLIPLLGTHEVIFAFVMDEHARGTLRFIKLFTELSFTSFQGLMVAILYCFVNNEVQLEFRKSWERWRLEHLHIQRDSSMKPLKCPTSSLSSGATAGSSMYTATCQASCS
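Cells are plated, allowed 12 hours at 37 deg C, then treated with compounds for 24 hr before luciferase detection reagent is added and luminescence is read after 12 min at room temperature. The HEK293 line carries constitutively active GLP-1R with a cAMP-responsive reporter.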
pAkt inh = Akt phosphorylation inhibition; Neuro2A IGF-stimulated pAkt S473 HTRF, 20 min; stronger effect = lower value; activity change, % for hits at 50 µM; 0.32% of 360,000 active; AID 651550; in the data active means activity change below about -80%; inconclusive means mostly about -51% to -80%; further: on the % scale 0 is the no-effect control and ±100 the full control effect
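Neuro2A cells (4,500/well, DMEM with 0.5% FBS) were treated with compound at a single 50 µM final concentration, stimulated with 6 nM IGF for 20 min at 37 °C, and lysed. Phospho-Akt Ser473 was read by HTRF as 665/615 ratio ×10^4.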
GLP1R cytotox = cytotoxicity in counter-screen for GLP-1R inverse agonists; AID 624418; 0.13% of 410,000 active; HEK293 cAMP-luciferase reporter cells, luminescence, 24 h; Potency, µM (titrated, usually from 38.3 µM), without a hit: at the top dose activity change, negative = inhibition, actives largely listed as inhibitors;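 further: loss of luciferase light is scored as toxicity; potency means the concentration at half of the fitted maximal effect; on the % scale 0 is the no-effect control and ±100 the full control effect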
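Step one: seed cells (200 cells/uL, DMEM with 10% Nu serum, 1% pen-strep). Step two: 12-hour incubation at 37 deg C. Step three: pin 23 nL compound, incubate 24 hr. Step four: add luciferase reagent, read luminescence 12 min later.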
TDP-43 yeast inh = TDP-43 toxicity inhibition in yeast. TDP-43 expressing yeast growth rescue, BacTiter-Glo, 24 h. Potency, µM (highest dose often 46.1 µM), inactives show at the highest dose growth rescue (activation), actives largely listed as activators. 1.8% of 410,000 active; further: potency means the concentration at half of the fitted maximal effect; % of control where 0% means no effect; nearly all actives have a fitted effect of over 50% in size
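Yeast cells expressing TDP-43 under galactose induction are exposed to compounds for 24 hr at 30 deg C. BacTiter-Glo luminescence measures growth, so protective compounds score as activators.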
Abeta yeast res = A-beta toxicity reversal in yeast. yeast expressing A-beta42, growth rescue, OD600, 48 h; response scale: 0% DMSO, 100% iron-clioquinol control. Potency, µM (top dose mostly 46.1 µM), for the others: top-dose growth rescue, usual class: activators. 0.063% of 410,000 active. AID 1347071; further: potency means the concentration at half of the fitted maximal effect; nearly all actives have a fitted effect of over 55% in size
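Growth rescue measured by 600 nm absorbance after 48 h yeast culture at 30 C with compound. Values normalized between DMSO and an equimolar ferric chloride plus clioquinol control.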
FUS suppressor = rescues growth of FUS-expressing yeast | AID 1347120 | Potency, µM (titrated, usually from 76.6 µM), without a hit: top-dose growth rescue (activation), most hits filed as activators | S. cerevisiae FUS-expressing, growth rescue, OD600, 24 h | 0.24% of 390,000 active;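 further: potency means the concentration at half of the fitted maximal effect; plate controls were DMSO vehicle for no effect and reference control for full effect; nearly all actives have a fitted effect of over 55% in size; some results filed as inactive show a strong effect at the top dose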
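Absorbance at 600 nm, taken 24hr after compound addition, measured rescue of FUS-yeast growth at 30C. Induction used 2% galactose with seeding at OD 0.005. Controls: CP55940 from 92uM final, DMSO only.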
* hit, by the source's call; i = inactive; ? = inconclusive; . = not tested or not shown; & = joins results of further samples; [ ] = another dose, or the depositor's remark. Unless noted, the call rests on the fitted dose curve; in most records, active means well fitted curve in the direction sought with a large enough effect; inconclusive means small, poorly fitted or top-dose-only effect, or another doubt; inactive means no such curve, though single readings can be large; an effect the other way counts as inactive or inconclusive. This is a subset; the hit share may differ from the screen's.

SMILES	MmCpn inh	PTHR1 ag	aSyn yeast inh	GLP-1R inv ag	pAkt inh	GLP1R cytotox	TDP-43 yeast inh	Abeta yeast res	FUS suppressor
COc1ccc2c(CN3CCN(C(C)=O)CC3)cc(=O)oc2c1	.	-18%	-3%	27%	i	-5%	23%	-5%	-21%
CCC1(CC)NC(=O)N(CC(=O)OC(C)C(=O)Nc2ccccc2OC)C1=O (stereo unspecified)	0%	-23%	-8%	10%	i	-4%	5%	5%	4%
CCOc1ccc(S(=O)(=O)NCC(c2ccc(N(C)C)cc2)N2CCc3ccccc32)cc1 (stereo unspecified)	.	-19%	.	?	.	-4%	-8%[9.22 µM]	-7%	?
CCOc1ccc(OCC)c(Nc2nc3ccc(Cl)cc3n3cnnc23)c1	.	i	.	13%	.	-11%	17%	-14%	-10%
O=C(Cc1cccs1)N1CCN=C1SCc1ccccc1Cl	-28%	-68%[inhibitor]	-1%	?	i	18%	0%	1%	1%
Cc1ccc(OCc2nnc(SCC(=O)CC(=O)Nc3ccccc3)o2)cc1	2%	-46%[inhibitor]	-3%	-30%	i	-20%	2%	13%	?
Cc1ccc(S(=O)(=O)N2CCN(CC(=O)N/N=C\c3ccc(O)c(O)c3)CC2)cc1	-1%	i	-2%	16%	i	-9%	10%	-7%	15%
Cc1cc(C)c(NC(=O)C(C)n2nnc3sc(-c4ccccc4)cc3c2=O)c(C)c1 (stereo unspecified)	.	17%	.	6%	.	7%	-14%	-7%	5%
O=C(COc1ccc([N+](=O)[O-])cc1)NNC(=O)c1cccnc1	2%	-10%	-7%	?	i	4%	-14%	-9%	-33%
CC(=O)CSc1ncnc2nc[nH]c12	-3%	-24%[57.5 µM]	-6%	2%	i	-8%	17%	8%	12%
Cc1nc(NC(=O)c2cc(-n3cnnc3)ccc2Cl)ccc1Br	-2%	-23%[57.5 µM]	-10%	9%	i	-10%	15%	7%	9%
CCCNC(=O)Cn1sc2nc(C)cc(C)c2c1=O	2%	-52%[inhibitor]	-54%[inhibitor]	?	i	?	12%	4%	0%
O=C(NC1CCCC1)C(NS(=O)(=O)c1cccc2nsnc12)c1ccccc1 (stereo unspecified)	-2%	i	7%	0%	i	13%	-8%	4%	12%
COc1ccc(NC2c3ccccc3C(=O)N2c2ccccn2)cc1Cl (stereo unspecified)	1%	i	17%	-15%	i	-4%	14%	-14%	-7%
O=C(N[C@H]1CCCCNC1=O)c1cc(COc2ccc(F)cc2F)on1	0%	i	-9%	18%	.	2%	-2%	-16%	-16%
O=C(Nc1ccc(F)cc1F)c1ccc2c(c1)OCCO2	0%	-29%	0%	?	i	-14%	-9%	-7%	2%
COc1ccc(C(CNC(=O)c2ccc(OCC3CCCO3)cc2)N2CCOCC2)cc1 (stereo unspecified)	2%	-9%[57.5 µM]	-1%	6%	i	-16%	-2%	-2%	17%
N#CC1=C(N)NC(SCc2ccccc2)=C(C#N)C12CCCCC2	1%	-28%	9%	0%	i	?	5%	6%	35%
Cn1c(SCc2ccc(F)cc2)nnc1-c1ccccn1	0%	i	-10%	0%	i	-5%	22%	-2%	9%
COc1cc(S(=O)(=O)NCCc2ccc3c(c2)OCO3)ccc1-n1cnnn1	0%	i	-1%	0%	i	9%	-12%	-2%	21%
NC(=NCCc1c[nH]c2ccccc12)NC(=O)c1ccc(F)cc1	2%	-15%	-12%	?	i	9%	-17%	-16%	0%
C#Cc1ccc([C@@H]2C=C(C(=O)N3CCN(Cc4ccccc4)CC3)O[C@H](OCC)[C@H]2CCCO)cc1	.	-21%	3%	?	i	-5%	0%	5%	15%
CCOc1ccc2oc(=O)cc(CN3CCN(C(=O)c4ccc(F)cc4)CC3)c2c1	.	i	.	-7%	.	-1%	20%	11%	21%
COc1ccc(S(=O)(=O)Nc2ccc3c(c2)C(=O)N([C@H](C)CO)C[C@H](C)[C@@H](CN(C)S(C)(=O)=O)O3)cc1	-11%	i	0%	1%	i	2%	3%	15%	6%
O=C(O)C(Cc1ccccc1)N1C(=O)C2CCCCC2C1=O (stereo unspecified)	-6%	i	-1%	-7%	i	-3%	-16%[9.22 µM]	-12%	3%
(more compounds)
SMILES	MmCpn inh	PTHR1 ag	aSyn yeast inh	GLP-1R inv ag	pAkt inh	GLP1R cytotox	TDP-43 yeast inh	Abeta yeast res	FUS suppressor
CS(=O)(=O)N(CC(=O)NN=C1CCCCCC1)c1ccc(Oc2ccccc2)cc1	2%	-21%	-3%	7%	i	14%	2%	-13%	0%
O=C(CN1C(=O)C2CCCCC2C1=O)N1CCN(c2ncccn2)CC1 (stereo unspecified)	2%	-27%	4%	14%	i	4%	-20%	8%	10%
CCC(Oc1cccc(Cl)c1)C(=O)N1CCCN(C)CC1 (stereo unspecified)	0%	i	-1%	-18%	i	-9%	17%	8%	-1%
C=CC[C@H](CC(=O)N(CCO)Cc1ccccc1)C(=O)N[C@@H](C)COC(=O)[C@H](CC=C)CC(=O)OC(C)(C)C	-3%	-2%	1%	?	i	-16%	16%	-1%	?
CNc1ccc(Cl)nn1	0%	-10%	-3%	10%	i	-3%	-1%	15%	-9%
CCOC(=O)COc1ccc(CC)cc1C(=O)c1ccn2nc(-c3ccc(F)cc3)cc2n1	.	i	.	-25%	.	2%	8%	-6%	18%
O=C(CN1C(=O)NC2(CCCCC2)C1=O)Nc1ccccc1N1CCCC1	-2%	-11%	-9%	5%	i	19%	4%	16%	8%
Cc1cc(C(=O)Nc2ccc3c(c2)OCCO3)ccc1[N+](=O)[O-]	0%	-91%[inhibitor]	0%	-14%	i	3%	-2%	-6%	1%
CCOC(=O)C1=C(C)N=c2s/c(=C/c3cccc([N+](=O)[O-])c3O)c(=O)n2C1c1ccccc1 (stereo unspecified)	0%	-18%	14%	-27%	i	?	-43%[inhibitor]	-25%	6%
O=C(NC(Cc1ccccc1)C(=O)O)C1CCN(S(=O)(=O)c2ccccc2C(F)(F)F)CC1 (stereo unspecified)	0%	i	-3%	0%	i	4%	15%	2%	-17%
Cc1ccc(CSc2ncn(-c3ccccc3)n2)cc1	1%	i	12%	-3%	i	-5%	0%	-11%	.
O=C(/C=C/c1ccc(S(=O)(=O)N2CCOCC2)cc1)NCc1ccccc1F	0%	-36%[inhibitor]	-1%	-8%	i	12%	10%	-1%	-4%
COc1ccc(N2CCN(C(c3ccccc3)c3nnnn3Cc3ccc(F)cc3)CC2)cc1 (stereo unspecified)	2%	-11%	18%	13µM*	i	-11%	22%	-37%[inhibitor]	12%
OC1C(O)C(O)C(O)C(O)C1O (stereo unspecified)	-1%&-1%&-2%	-19%&-58%	11%&3%&0%	-7%&3%&12%	i	7%&2%&2%	?	13%&-7%&-7%	-36%&-41%&-32%
COC(=O)c1c(NC(=O)CCc2ccc(C)o2)sc(C)c1C	0%	i	12%	?	i	6%	10%	-12%	8%
COC(=O)c1ccccc1NC(=O)Cn1c(=O)n(CCC(=O)NCc2ccc3c(c2)OCO3)c(=O)c2ccccc21	.	i	.	10%	.	5%	0%	10%	2%
COc1ccc([N+](=O)[O-])cc1NC(=O)C(C)OC(=O)/C=C/c1ccco1 (stereo unspecified)	0%	-49%[inhibitor]	-10%	7%	i	5%	25µM*	5%	.
O=C(NCCc1ccccc1C(F)(F)F)C1CCC(=O)N(C2CC2)C1 (stereo unspecified)	-9%	-24%	3%	9%	i	-1%	5%	5%	.
Cc1ccc(S(=O)(=O)Nc2ccc(-n3c(C)nc4ccccc4c3=O)cc2)cc1	-1%	-10%	-18%	6%	i	-6%	0%	-3%	?
CC(C)C(OC(=O)c1cccs1)C(=O)NCc1ccco1 (stereo unspecified)	0%	i	-1%	7%	i	2%	13%	7%	22%
N#C/C(=C\c1ccc(OCC(N)=O)cc1)S(=O)(=O)c1ccccc1	1%	9%	-1%	20%	i	-7%	20%	-6%	-33%
CCOC(=O)c1cnc2c(Cl)c(Cl)ccc2c1Nc1ccc(N(C)C)cc1	.	-16%	-2%	12%	.	15%	-14%	-10%	-5%
CCNC(=S)N/N=C/c1cn(Cc2ccccc2F)c2ccccc12	0%	i	8%	?	i	-8%	?	3%	9%
O=c1c2cc3c(=O)n(CC4CCCO4)c(=O)c3cc2c(=O)n1CC1CCCO1 (stereo unspecified)	0%	i	1%	-3%	i	4%	-24%	14%	3%
CCOc1ccc(C(=O)NC(=S)Nc2ccc(N3CCCCC3)cc2)cc1[N+](=O)[O-]	-1%	-15%	-16%	1%	i	-23%	-8%	3%	.
CCCCNCc1cc2ccccc2o1	1%	i	3%	-12%	i	0%	-4%	-7%	0%
Cc1ccc(S(=O)(=O)/C(C#N)=C/c2c(N3CCN(Cc4ccccc4)CC3)nc3ccccn3c2=O)cc1	-9%	-4%	19%	2%	i	-2%	2%	-1%	?
CN(C(=O)C(Cl)Cl)C1CC2C=CC1C2 (stereo unspecified)	0%	i	-2%	16%	i	6%	-1%	1%	-8%

3 entries from above, as a markdown table.
| structure | MmCpn inh | PTHR1 ag | aSyn yeast inh | GLP-1R inv ag | pAkt inh | GLP1R cytotox | TDP-43 yeast inh | Abeta yeast res | FUS suppressor |
| --- | --- | --- | --- | --- | --- | --- | --- | --- | --- |
| O=C(CN1C(=O)NC2(CCCCC2)C1=O)Nc1ccccc1N1CCCC1 | -2% | -11% | -9% | 5% | i | 19% | 4% | 16% | 8% |
| Cc1cc(C(=O)Nc2ccc3c(c2)OCCO3)ccc1[N+](=O)[O-] | 0% | -91%[inhibitor] | 0% | -14% | i | 3% | -2% | -6% | 1% |
| CCOC(=O)C1=C(C)N=c2s/c(=C/c3cccc([N+](=O)[O-])c3O)c(=O)n2C1c1ccccc1 (stereo unspecified) | 0% | -18% | 14% | -27% | i | ? | -43%[inhibitor] | -25% | 6% |
